KOR beta-arrestin-1 – KOR antagonists, beta-arrestin recruitment, cell-based, luminescence, uHTS (AID 1778) | inhibition, % at 10 µM; hits with a dose series show IC50 in µM | Kappa-type opioid receptor (Homo sapiens) | KOR beta-arrestin recruitment, luminescence, antagonist mode; higher % means a stronger effect | 0.091% of 290,000 active; in the data active = inhibition above about 50%; also: strong numbers were not always called active
KOR beta-arrestin-2 – KOR agonists, beta-arrestin recruitment, primary screen, cell-based, luminescence, uHTS (AID 1777); Kappa-type opioid receptor (Homo sapiens); KOR beta-arrestin recruitment, luminescence; higher % means a stronger effect; one-dose activation, % at 10 µM; EC50 in µM for titrated hits; 0.02% of 280,000 active; in the data active = activation above about 50%, passing the limit was not always enough; also: a part of the inactive calls stands beside numbers as strong as those of hits
GPR35 arrestin U2OS – GPR35 antagonists blocking zaprinast-driven arrestin recruitment, primary screen, imaging, U2OS, beta-arrestin-GFP, zaprinast agonist (AID 2058); G-protein coupled receptor 35 (Homo sapiens); U2OS GPR35 beta-arrestin-GFP translocation imaging, zaprinast antagonism; higher % means a stronger effect; inhibition, % at 10 µM, or IC50 in µM where a hit was titrated; 0.052% of 290,000 active;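 active = inhibition of at least 50% with at least 30 cells and total cytoplasm GFP at most 10,000,000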
HIV fusion peptide – inhibitors of HIV fusion peptide binding, primary screen, biochemical, uHTS, fluorescence dequenching (AID 1986) | 0.3% of 290,000 active | cell-free peptide binding, fluorescence dequenching, 30 min; higher % means a stronger effect | inhibition, % at 20 µM; hits with a dose series show IC50 in µM; in the data active = inhibition mostly above about 52%, no sharp cut-off; inactive = mostly below about 76%; also: some results filed as inactive read as strong as hits
NOD1 NF-kB reporter – NOD1 signaling inhibitors, primary screen, cell-based, luminescence, uHTS (AID 1578); inhibition, % at 4 µM; hits with a dose series show EC50 in µM; 1% of 290,000 active; NOD1-driven NF-kB luciferase reporter cells, luminescence; higher % means a stronger effect; in the data active = inhibition mostly above about 36%, no sharp cut-off; inactive = mostly below about 34%;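 also: HEK-293T reporter cells stimulated with the NOD1 agonist gamma-tri-DAP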
GPR55 antagonists – GPR55 antagonists blocking LPI-driven arrestin recruitment, primary screen, imaging, U2OS, beta-arrestin-GFP, LPI agonist (AID 2013). G-protein coupled receptor 55 (Homo sapiens). U2OS GPR55 beta-arrestin-GFP translocation imaging, LPI antagonism; higher % means a stronger effect. inhibition, % at 10 µM, or IC50 in µM where a hit was titrated. 0.13% of 290,000 active;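 active = spots per cell inhibited over 60%, with over 100 cells counted and total cytoplasm intensity under 500,000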;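 also: U2OS cells stably carrying GPR55 and arrestin-GFP stimulated by 5 µM LPI near EC80; imaged beta-arrestin-GFP aggregate spots per cell after agonist stimulation; plate controls were LPI-stimulated DMSO wells for no effect and DMSO wells without LPI for full effect; some results filed as inactive read as strong as hits; confirmed hits need IC50 under 10 µM and bright autofluorescent wells are also inconclusive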
West Nile virus CPE – West Nile virus antiviral activity, cell-based, CPE readout (AID 1621); one-dose CPE inhibition, % at 10 µM; IC50 in µM for titrated hits; West Nile virus-infected cells, CPE inhibition; higher % means a stronger effect; 0.02% of 290,000 active; in the data active = a potency from the dose series; also: strong numbers were not always called active
NS5 inhibitors – Dengue-2 NS5 methyltransferase inhibitors, primary screen, biochemical, confirmation dose response (AID 588689); Genome polyprotein (Dengue virus type 2 (strain 16681-PDK53)); Dengue-2 NS5 methyltransferase capping enzyme assay, biochemical; higher % means a stronger effect; inhibition, % at 25 µM; hits with a dose series show IC50 in µM; 0.3% of 340,000 active; in the data active = a potency from the dose series
GPR55 activation – GPR55 agonists via beta-arrestin recruitment, primary screen, imaging, U2OS cells, beta-arrestin-GFP redistribution (AID 1961); U2OS GPR55 beta-arrestin-GFP redistribution imaging; higher % means a stronger effect; 0.048% of 290,000 active; G-protein coupled receptor 55 (Homo sapiens); activation, % at 10 µM, or EC50 in µM where a hit was titrated;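 active = activation above 40% with more than 50 cells counted in the well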;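 also: U2OS osteosarcoma cells stably expressing GPR55 and beta-arrestin-GFP; plate controls were DMSO negative control for no effect and LPI positive control for full effect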
NS5 inhibitors pilot replicate – second read-out of NS5 inhibitors, no call of its own (marks repeat the call); inhibition, %; measured here: pilot screen replicate inhibition
The depositor's hits bear a star; / = not tested or not shown; [ ] = dose if it differs, or a comment. An excerpt, so the mix of outcomes need not match the whole.

SMILES	KOR beta-arrestin-1	KOR beta-arrestin-2	GPR35 arrestin U2OS	HIV fusion peptide	NOD1 NF-kB reporter	GPR55 antagonists	West Nile virus CPE	NS5 inhibitors	GPR55 activation	others
CC(=O)c1c(O)c2ccccc2n(C(C)C)c1=O	-7.1%	-4.5%	-10.7%	0.2%	12.0%	1.3%	0.9%	-3.8%	-0.2%
CC(=O)Nc1ccc(NC(=O)CSc2nc(N)c(NC(=O)c3ccco3)c(=O)[nH]2)cc1	12.1%	-0.1%	-3.8%	1.0%	-35.9%	-0.7%	2.6%	-1.3%	0.0%
CCCCc1c(C)nn(-c2nnc3c4ccccc4n(C)c3n2)c1C	-17.4%	-3.9%	6.4%	1.4%	-3.3%	5.4%	/	1.2%	0.3%
CN(Cc1nc2c(s1)CCCC2)C(=O)CCc1nnc(-c2ccccc2)o1	-8.9%	/	-1.5%	0.1%	-36.5%	5.1%	-0.5%	/	0.4%
COc1ccccc1N1C(=O)CCC1(C#N)c1ccc(Br)cc1 (centres undefined)	-13.1%	-2.4%	21.2%	-0.7%	-1.8%	15.7%	-1.0%	-4.3%	-0.1%
COc1cccc(C(=O)Cn2c(N3CCOCC3)nc3c2c(=O)n(C)c(=O)n3C)c1	-4.3%	-2.8%	3.3%	-3.4%	-20.9%	5.3%	-0.3%	-0.7%	-0.2%
COCCNC(=O)c1c(C)cc(C)cc1C	-25.6%[20 µM]	-1.9%	11.3%	-1.1%	-22.4%	3.3%	0.4%	-1.8%	0.8%
COc1cc2ccccc2cc1C(=O)N/N=C/c1cccnc1	11.9%	4.0%	7.4%	1.3%	-0.3%	3.1%	0.4%	0.9%	0.3%
CCN(CC)CCn1c(=S)[nH]c2cc(C(=O)NCc3ccc(C)cc3)ccc2c1=O	-8.6%	1.0%	7.7%	-0.3%	-14.9%	8.3%	-0.2%	1.7%	-0.1%
CC(C)c1ccc(OC(=O)NCCO)cc1	20.1%	-1.6%	6.7%	1.3%	-37.5%	29.1%	0.1%	2.0%	0.0%
CCOc1ccccc1N(CC(=O)NC(C)(C)C)C(=O)CCC(=O)Nc1nccs1	-40.9%[20 µM]	-3.7%	-1.4%	0.1%	-7.3%	-1.9%	-1.0%	-5.9%	0.0%	NS5 inhibitors pilot replicate=-0.9
CCCn1c(NC(=O)c2ccc(Br)cc2)nc2ccccc21	-10.6%	-8.9%	11.9%	6.5%	1.5%	4.5%	-0.3%	-4.0%	-0.1%
CCCc1nc(SCC(=O)N2CCOCC2)c2c(C)c(C)sc2n1	-9.3%	-2.1%	9.9%	0.9%	-27.6%	1.7%	-0.8%	-5.3%	-0.1%
O=C(NCCCN1CCCC1)c1ccc2c(c1)N(Cc1ccc(F)cc1)C(=O)c1ccccc1S2=O (centres undefined)	-3.9%	10.8%	4.2%	-2.9%	-11.5%	-5.7%	0.2%	-14.9%	-0.2%
Cc1ccc(S(=O)(=O)Cn2nnnc2C(C(C)C)N2CCSCC2)cc1 (centres undefined)	-12.1%	-6.1%	-3.7%	-1.3%	-21.2%	4.2%	0.1%	3.5%	-0.2%
C=CCNC(=S)NNC(=O)c1cccnc1	14.0%	2.4%	-4.1%	0.9%	-1.1%	1.0%	0.0%	-3.1%	-0.3%
COc1ccc(/C=C/C(=O)NCC(c2ccc(F)cc2)N2CCOCC2)cc1OC (centres undefined)	32.7%	4.5%	22.1%	-0.5%	-4.0%	3.8%	-0.1%	-5.4%	-0.1%
CCN(CC)c1ccc(C=O)c(OC)c1	-19.9%[20 µM]	/	10.8%	-0.9%	-21.4%	3.4%	-1.0%	-2.5%	0.2%
COc1ccc(CNC(=O)N2CCN(c3ccccc3OC)CC2)cc1	-10.9%	-0.8%	-4.9%	-0.5%	-21.4%	-4.3%	-0.6%	-2.4%	-0.1%
Cc1cc(S(=O)(=O)N2CCCC2C(=O)N2CCOCC2)c(C)cc1Cl (centres undefined)	-57.0%	-6.1%	-1.7%	-0.8%	4.0%	11.5%	-0.2%	-1.3%	-0.1%

Brought forward from above: 5 compounds, followed by the next part.
SMILES	KOR beta-arrestin-1	KOR beta-arrestin-2	GPR35 arrestin U2OS	HIV fusion peptide	NOD1 NF-kB reporter	GPR55 antagonists	West Nile virus CPE	NS5 inhibitors	GPR55 activation	others
C=CCNC(=S)NNC(=O)c1cccnc1	14.0%	2.4%	-4.1%	0.9%	-1.1%	1.0%	0.0%	-3.1%	-0.3%
COc1ccc(/C=C/C(=O)NCC(c2ccc(F)cc2)N2CCOCC2)cc1OC (centres undefined)	32.7%	4.5%	22.1%	-0.5%	-4.0%	3.8%	-0.1%	-5.4%	-0.1%
CCN(CC)c1ccc(C=O)c(OC)c1	-19.9%[20 µM]	/	10.8%	-0.9%	-21.4%	3.4%	-1.0%	-2.5%	0.2%
COc1ccc(CNC(=O)N2CCN(c3ccccc3OC)CC2)cc1	-10.9%	-0.8%	-4.9%	-0.5%	-21.4%	-4.3%	-0.6%	-2.4%	-0.1%
Cc1cc(S(=O)(=O)N2CCCC2C(=O)N2CCOCC2)c(C)cc1Cl (centres undefined)	-57.0%	-6.1%	-1.7%	-0.8%	4.0%	11.5%	-0.2%	-1.3%	-0.1%
COc1ccc(CN(C(=O)c2cc3ccccc3oc2=O)C2CCS(=O)(=O)C2)cc1 (centres undefined)	-15.3%	4.9%	-7.3%	0.2%	-6.1%	-6.5%	-0.3%	2.3%	-0.3%
COc1ccc(N(CC(=O)N2CCN(C)CC2)S(C)(=O)=O)cc1OC	-23.7%	-5.1%	-2.6%	0.6%	-13.7%	1.7%	0.3%	0.8%	0.3%
Cc1ccc(OC(=O)CCc2c(C)nc3ncnn3c2C)cc1	13.3%	-1.7%	-12.6%	-3.0%	-18.4%	-3.5%	0.2%	0.3%	0.6%
C/C(=N\NC(=O)Cn1nc(C)c([N+](=O)[O-])c1C)c1ccco1	18.6%	2.5%	-24.7%	0.4%	1.5%	5.0%	0.5%	6.2%	0.3%
CC(C)CN(CCNC(=O)CN1N=C(c2ccc(Cl)cc2)CCC1=O)CC(C)C	-20.8%	-0.6%	-2.9%	-0.4%	0.5%	9.7%	-1.1%	-7.8%	-0.3%
COc1ccccc1NC(=O)c1sc2ncn(Cc3cccc(C)c3)c(=O)c2c1C	9.8%	-2.0%	5.6%	0.0%	-39.0%	0.8%	-0.5%	-3.5%	-0.3%
S=c1nc(NCc2ccc3c(c2)OCO3)c2ccccc2[nH]1	-19.0%	2.2%	2.6%	-1.2%	-2.0%	1.6%	-0.6%	7.2%	0.2%
Cc1sc(NC(=O)c2ccco2)c(CN2CCC(C)CC2)c1C	-1.0%	5.6%	3.7%	-0.7%	-11.1%	12.7%	0.6%	-2.3%	0.0%
CCSC(C)CC1C/C(=N/O)c2c(C)noc2C1 (centres undefined)	-17.1%	2.3%	4.2%	-1.0%	-22.4%	4.1%	-0.6%	-3.5%	0.0%
N#CC1=C(N)Oc2c(ccc3cccnc23)C1c1ccncc1 (centres undefined)	1.4%	7.8%	-6.8%	-0.5%	8.9%	-22.6%	-0.7%	/	-0.2%
O=C(Cn1cccc1C(=O)c1ccccc1)NCc1ccc(F)cc1	-38.1%	-3.6%	-1.4%	-0.2%	12.0%	11.4%	-0.2%	-3.5%	0.1%
COc1ccc(CNC(=O)C2CC(=O)N(C3CCCC3)C2)cc1 (centres undefined)	-3.1%	1.4%	-8.5%	-0.3%	-10.6%	4.9%	0.4%	0.0%	0.3%
Cc1ccc(S(=O)(=O)N2CCC(c3nc4c(nnn4Cc4ccccc4)c(=O)[nH]3)CC2)cc1	-20.6%[20 µM]	-10.3%	8.0%	-1.0%	-18.4%	14.1%	-0.3%	/	-0.1%
NS(=O)(=O)c1ccc(NC(=O)c2ccc(CSc3ccccc3)o2)cc1	-6.1%	6.2%	18.1%	0.3%	-8.3%	14.0%	-1.2%	2.6%	-0.1%
O=C(O)CNC(=O)/C(=C/c1cccc([N+](=O)[O-])c1)NC(=O)c1ccco1	-0.1%	1.9%	-1.3%	0.3%	-9.9%	23.1%	0.2%	-9.2%	0.1%
CC(C)(C)OC(=O)NCC12C=CC(O1)C1C(=O)N(Cc3ccccc3)C(=O)C12 (centres undefined)	-14.0%	-3.7%	0.0%	0.5%	-10.4%	6.6%	0.7%	-4.7%	0.3%
N#Cc1cccc(NC(=O)Cn2cnc(S(=O)(=O)N3CCOCC3)c2)c1	-14.9%	-1.2%	17.3%	0.2%	5.2%	0.0%	0.5%	1.8%	-0.4%
Cc1ccc(S(=O)(=O)c2c(N)n(/N=C/c3ccco3)c3nc4ccccc4nc23)cc1C	29.1%	-8.9%	16.8%	-3.9%	28.9%	7.3%	0.9%	-29.1%	-0.4%
COc1ccc(-n2c(CCc3ccccc3)nnc2SCC(=O)NCc2ccccc2)cc1	25.7%	0.3%	2.1%	-1.7%	9.0%	-0.1%	-0.1%	0.0%	-0.1%
CC(=O)NC1C(=O)Nc2c(C)cc(C)cc21 (centres undefined)	17.2%	-3.8%	15.2%	-2.5%	-4.7%	12.9%	0.1%	-3.2%	-0.1%

In the list so far, these contain a tert-butyl group.
SMILES	KOR beta-arrestin-1	KOR beta-arrestin-2	GPR35 arrestin U2OS	HIV fusion peptide	NOD1 NF-kB reporter	GPR55 antagonists	West Nile virus CPE	NS5 inhibitors	GPR55 activation	others
CCOc1ccccc1N(CC(=O)NC(C)(C)C)C(=O)CCC(=O)Nc1nccs1	-40.9%[20 µM]	-3.7%	-1.4%	0.1%	-7.3%	-1.9%	-1.0%	-5.9%	0.0%	NS5 inhibitors pilot replicate=-0.9
CC(C)(C)OC(=O)NCC12C=CC(O1)C1C(=O)N(Cc3ccccc3)C(=O)C12 (centres undefined)	-14.0%	-3.7%	0.0%	0.5%	-10.4%	6.6%	0.7%	-4.7%	0.3%

Later entries.
SMILES	KOR beta-arrestin-1	KOR beta-arrestin-2	GPR35 arrestin U2OS	HIV fusion peptide	NOD1 NF-kB reporter	GPR55 antagonists	West Nile virus CPE	NS5 inhibitors	GPR55 activation	others
COc1ccccc1NC(=O)CN1C(=O)COc2ccc(S(=O)(=O)N3CCC(C)CC3)cc21	-18.0%	-0.8%	-1.3%	-0.8%	-14.9%	3.5%	-0.1%	-4.4%	-0.1%
CCOC(=O)CCc1c(C)c2ccc(OCc3nn[nH]n3)c(C)c2oc1=O	-17.8%	-5.5%	15.4%	4.4%	21.0%	4.4%	0.1%	-7.3%	-0.2%
Cc1nccn1CC(=O)N/N=C/c1cc(Br)cs1	-21.2%	5.6%	8.5%	0.6%	-0.6%	-1.2%	0.4%	0.0%	-0.1%
COc1ccccc1NC(=O)COC(=O)c1ccccn1	-13.7%	-1.4%	8.1%	0.0%	-4.1%	20.9%	0.1%	-8.0%	-0.4%
Cc1cccc(OCC(=O)N2CCN(C(=O)c3cccs3)CC2)c1	-9.5%	-0.3%	3.6%	1.4%	0.7%	5.1%	0.5%	0.5%	0.2%

Bioassay records from PubChem BioAssay.
